Source: PubChem BioAssay
OX1R antagonist: OX1R (HCRTR1) antagonists, primary screen, fluorescence, CHO/OX1R cells, Fluo-8 calcium, orexin A; Orexin/Hypocretin receptor type 1 (Homo sapiens), O43613; AID 434989, 2010; 330,000 compounds, 0.43% hits; Fluo-8 calcium fluorescence; inhibition, % at 5 µM;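 active means inhibition above its plate's threshold, mean inhibition of all tested compounds on the plate plus 3 SD, cut at about 37% in these data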;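 further: 0% = orexin A challenge wells and 100% = SB-334867-A antagonist wells; not every result past the cut was called active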
Target sequence (O43613 whole entry, looked up): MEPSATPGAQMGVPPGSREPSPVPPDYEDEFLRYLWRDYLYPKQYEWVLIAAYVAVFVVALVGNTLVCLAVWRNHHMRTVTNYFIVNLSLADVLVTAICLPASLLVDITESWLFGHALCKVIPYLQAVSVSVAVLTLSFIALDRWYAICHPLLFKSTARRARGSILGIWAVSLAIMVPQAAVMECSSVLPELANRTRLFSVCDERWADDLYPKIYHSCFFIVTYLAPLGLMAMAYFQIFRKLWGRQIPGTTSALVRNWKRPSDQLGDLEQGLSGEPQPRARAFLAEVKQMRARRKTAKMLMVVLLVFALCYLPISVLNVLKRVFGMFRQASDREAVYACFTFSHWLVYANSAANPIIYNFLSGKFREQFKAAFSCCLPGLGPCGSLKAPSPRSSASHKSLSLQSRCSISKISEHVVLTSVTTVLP
CHT allo act: CHT positive allosteric modulators, primary screen, cell-based, membrane potential dye, choline EC20; AID 488977, 2010; 310,000 compounds, 0.49% hits; CHT-expressing cells; active compounds read high; LV-AA mutant CHT in HEK293 cells; High affinity choline transporter 1 (Homo sapiens), Q9GZV3; B-score at 10 µM;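 active means initial fluorescence not abnormally high and integrated response B-score, plate-corrected, over 3 SD above library mean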
Target sequence (Q9GZV3 whole entry, looked up): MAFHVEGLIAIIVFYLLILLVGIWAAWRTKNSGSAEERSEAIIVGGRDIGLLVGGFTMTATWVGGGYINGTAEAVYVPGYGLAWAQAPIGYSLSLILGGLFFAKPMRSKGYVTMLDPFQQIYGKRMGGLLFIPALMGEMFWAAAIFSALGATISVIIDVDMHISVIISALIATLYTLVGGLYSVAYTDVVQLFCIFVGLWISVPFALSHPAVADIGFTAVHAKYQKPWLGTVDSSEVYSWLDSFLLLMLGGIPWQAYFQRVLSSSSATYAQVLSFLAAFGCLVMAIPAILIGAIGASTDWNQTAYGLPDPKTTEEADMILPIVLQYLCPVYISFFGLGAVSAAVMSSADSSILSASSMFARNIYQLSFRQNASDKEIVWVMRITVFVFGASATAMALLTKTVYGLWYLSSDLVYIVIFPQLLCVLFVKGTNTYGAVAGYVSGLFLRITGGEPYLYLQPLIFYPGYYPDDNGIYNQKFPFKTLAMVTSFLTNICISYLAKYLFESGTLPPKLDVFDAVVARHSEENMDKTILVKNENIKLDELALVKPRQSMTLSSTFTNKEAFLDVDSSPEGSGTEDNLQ
* hit, by the source's call; i = inactive; x = not tested or not shown.

SMILES	OX1R antagonist	CHT allo act
CCc1ccc(S(=O)(=O)Nc2ccccn2)cc1	-11.4	i
CCOc1ccccc1NC(=O)C1CCCCN1S(=O)(=O)c1ccc(F)cc1 (configuration not stated)	31.9	i
COc1ccc(CC(=O)NCc2nnc(SCc3ccc([N+](=O)[O-])cc3)n2C)cc1	0.6	i
CCOc1ccccc1N1CCN(CC(=O)Nc2ncc(C)s2)CC1	-19.2	i
CC(=O)O[C@H]1C[C@@H]2CC[C@@H]3[C@H](CC[C@@]4(C)[C@H]3C[C@H]([N+]3(C)CCCCC3)[C@@H]4OC(C)=O)[C@@]2(C)C[C@@H]1[N+]1(C)CCCCC1	3.4	i
Cc1ccc(C)c(S(=O)(=O)Nc2ccc(S(=O)(=O)Nc3ncccn3)cc2)c1	-6.2	x
CCCOC(=O)CCn1c(=S)oc2ccccc21	-17.8	i
Cc1c(=O)n(OCc2ccccc2)c2ccccc2[n+]1[O-]	-26.6	i
Cc1cc(N2C(=O)C(O)=C(C(=O)c3ccc(C)o3)C2c2ccc(OCc3ccccc3)cc2)no1 (configuration not stated)	-19.8	i
Cn1ncc(Cl)c1C(=O)Nc1ccc(CN2CCCCC2)cc1	-11.4	i
COc1ccc(/C=N/NC(=O)C(C)n2cnc3ccccc3c2=O)cc1OC (configuration not stated)	-33.5	i
Cn1ccsc1=NC(=O)c1ccc(OC(F)(F)F)cc1	-0.4	i
CCOC(=O)C1CCCN(CC(=O)N(C)c2c(N)n(Cc3ccccc3)c(=O)[nH]c2=O)C1 (configuration not stated)	3.3	x
COc1cc(OC)cc(C(=O)NCc2ccc3c(c2)OCO3)c1	-4.0	i
Cc1cc2c(cc1S(=O)(=O)N1CCN(c3ccccc3)CC1)OCC(=O)N2	-8.6	i
Cc1ccc(-c2cnc(SCC(=O)N3CCCc4ccccc43)n2C)cc1	-31.3	i
O=C(NCc1ccco1)C(c1cccnc1)N(C(=O)Cn1nnc2ccccc21)c1ccc(F)cc1 (configuration not stated)	-34.4	i
Nc1cc(N2CCCCCC2)c2nonc2c1[N+](=O)[O-]	-3.3	i
CCC(=O)Nc1ccc(-c2nnc(SCc3ccc(C(=O)Nc4nccs4)cc3)n2CC)cc1	-9.7	i
CCOc1ccc(N2C(=O)CC(Cc3cc(C)cc(C)c3)C2=O)cc1 (configuration not stated)	x	i

Single entries from the results shown:
Result for `Cn1ccsc1=NC(=O)c1ccc(OC(F)(F)F)cc1` in OX1R antagonist: -0.4
Result for `COc1ccc(/C=N/NC(=O)C(C)n2cnc3ccccc3c2=O)cc1OC` (configuration not stated) in OX1R antagonist: -33.5

Next records:
SMILES	OX1R antagonist	CHT allo act
CCCN(CC(=O)Nc1ccccc1C)C(=O)CCl	6.9	i
Cn1c(=O)c2c(nc(Oc3ccc(-c4ccccc4)cc3)n2C)n(C)c1=O	5.0	i
Cc1cccc(NC(=O)NNC(=O)c2cc(-c3ccccc3Cl)nc3ccccc23)c1	44.1*	i
CC(C)=C1C2CCC1C1C(=O)N(c3ccc(C)c(C)c3)C(=O)C21 (configuration not stated)	-8.3	i
CCOc1ccc(N(CC(=O)NC2CCCCC2)C(=O)CNC(=O)c2cccs2)cc1	-3.6	i
Cc1ccc(CNC(=O)COC(=O)C2CC2)cc1	1.8	x
CN(CCC#N)C(=O)COC(=O)c1ccc(Cl)c(S(=O)(=O)N(C)c2ccccc2)c1	-25.7	i
O=C(CN1C(=O)C2CC=CCC2C1=O)Nc1nnc(SCc2ccc(F)cc2)s1 (configuration not stated)	-8.9	i
CNS(=O)(=O)c1cc(NC(C)=O)c(C)cc1C	-3.3	i
O=[N+]([O-])c1cc([N+](=O)[O-])c2cc(-c3cccnc3)[nH]c2c1	-4.8	i
COc1ccc(CN(C)CC(=O)c2c(N)n(Cc3ccccc3)c(=O)n(C)c2=O)c(OC)c1	-21.9	i
CCS(=O)(=O)c1ccc2oc(SCC(=O)NCCc3ccccc3)nc2c1	-2.6	i
O=C(NCC1OCCCN1S(=O)(=O)c1cc(F)ccc1F)C(=O)NC1CCCC1 (configuration not stated)	12.8	i
O=C(COc1cccnc1[N+](=O)[O-])Nc1cccc(S(=O)(=O)N2CCCCC2)c1	-17.1	i
CCN(C(=O)COC(=O)c1c(C)nn(-c2ccccc2)c1C)C1CCS(=O)(=O)C1 (configuration not stated)	-16.1	i
COC(=O)C1=C(N)Oc2cc(C)[nH]c(=O)c2C1c1ccncc1 (configuration not stated)	-11.3	i
COc1cc2c(cc1OC)CN(CCC(C)c1ccc(Cl)cc1)CC2 (configuration not stated)	-28.8	i
CCC[C@@H](CN1CCC[C@H]1CN1C(N)=NC[C@@H]1Cc1ccccc1)N1C[C@@H]([C@H](C)CC)N(CCCC2CCCC2)C1=N	3.2	x
Cc1cc([N+](=O)[O-])nn1CCCC(=O)Nc1cc(Oc2ccc(F)cc2)cc([N+](=O)[O-])c1	-14.3	i
COc1ccc(C(=O)Nc2nnc(-c3ccco3)s2)cc1	5.8	i

Some of these compounds in order of the OX1R antagonist value, ascending:
| canonical_smiles | OX1R antagonist |
| --- | --- |
| COc1ccc(CN(C)CC(=O)c2c(N)n(Cc3ccccc3)c(=O)n(C)c2=O)c(OC)c1 | -21.9 |
| CCOc1ccc(N(CC(=O)NC2CCCCC2)C(=O)CNC(=O)c2cccs2)cc1 | -3.6 |
| Cc1cccc(NC(=O)NNC(=O)c2cc(-c3ccccc3Cl)nc3ccccc23)c1 | 44.1* |

The list continues.
SMILES	OX1R antagonist	CHT allo act
COc1ccc(C(CNC(=O)c2cccc(S(=O)(=O)N(C)c3ccccc3)c2)N2CCCC2)cc1 (configuration not stated)	-7.9	x
COc1ccc(OC)c(S(=O)(=O)Nc2cc3c4c(c2)CCN4C(=O)CC3)c1	-13.2	i
CCn1cc(C(=O)NCCCOC(C)C)c(=O)c2cc(S(=O)(=O)N3CCOCC3)ccc21	-21.5	i
Fc1cccc2sc(Nc3nc4cc5c(cc4s3)OCCO5)nc12	24.8	i
CSc1ccc(/C=N/N2CCN(C)CC2)cc1	-8.8	i
CC(=O)c1cc2c(=O)c3ccccc3oc2nc1C	-15.3	i
COc1ccc(OC)c(C2c3[nH]c4ccccc4c3C[C@H]3C(=O)N(C4CC4)CC(=O)N23)c1 (some centres not stated)	-41.6	i
Cc1ccccc1Cn1c(CN2CCN(C(=O)c3ccco3)CC2)nc2c1c(=O)n(C)c(=O)n2C	-33.4	i
COc1cccc(-c2csc(N3CCN(C(=O)Nc4ccccc4Cl)CC3)n2)c1	-32.0	i
CCCCOc1ccccc1-c1ccccc1CN1[C@@H](C(C)C)COCCS1(=O)=O	35.7	x
CCc1ccc2nc(NC(=O)c3cc(C)on3)sc2c1	-18.7	i
CC(C)(C)c1cc(CNC2CS(=O)(=O)C[C@@H]2O)cc(C(C)(C)C)c1O (some centres not stated)	7.9	i
COc1ccccc1OCCCC(=O)Nc1nccs1	-15.8	i
CN(C)c1ccc(/C=C/C#N)cc1	-2.8	i
COc1ccccc1CN1CC(C(=O)NCc2cnn(C)c2)CCC1=O (configuration not stated)	14.1	i
O=c1c(NCCc2ccccc2)c(-c2ccccc2)c1=O	-8.0	i
CC(C)(C)n1nc(C2CC2)cc1NC(=O)Nc1ccc(Cl)cc1	-19.6	i
Nc1ccc(S(=O)(=O)c2ccccc2)nc1	-12.0	i
O=C(NCc1ccccc1Cl)c1ccncc1	-14.0	i
CCCCOc1ccc(C(NC(=O)OCC)NC(=O)OCC)cc1	-0.2	i

In the list so far, 5 contain a nitro group on carbon:
SMILES	OX1R antagonist	CHT allo act
COc1ccc(CC(=O)NCc2nnc(SCc3ccc([N+](=O)[O-])cc3)n2C)cc1	0.6	i
Nc1cc(N2CCCCCC2)c2nonc2c1[N+](=O)[O-]	-3.3	i
O=[N+]([O-])c1cc([N+](=O)[O-])c2cc(-c3cccnc3)[nH]c2c1	-4.8	i
O=C(COc1cccnc1[N+](=O)[O-])Nc1cccc(S(=O)(=O)N2CCCCC2)c1	-17.1	i
Cc1cc([N+](=O)[O-])nn1CCCC(=O)Nc1cc(Oc2ccc(F)cc2)cc([N+](=O)[O-])c1	-14.3	i

Carrying on.
SMILES	OX1R antagonist	CHT allo act
COc1cccc(C(=O)Nc2cc(Cl)c(O)c(Cl)c2)c1	-12.2	i
Cc1cc(C(=O)NN=C(Cc2ccccc2)Cc2ccccc2)c(C)o1	-4.2	i
CC(C)CNC(=O)c1nc(-c2ccccc2)n(-c2ccccc2)n1	-18.0	i
CCN1C(=O)N[C@@H](c2cccc(C(F)(F)F)c2)[C@H](C(=O)OC)[C@H]1C	-13.6	i
Cc1c(Nc2nc3ccccc3nc2NS(=O)(=O)c2ccccc2)c(=O)n(-c2ccccc2)n1C	-3.2	i
COC(=O)C1CSC(C(=O)OC)N1C(=O)Nc1ccc(Cl)cc1 (configuration not stated)	-13.7	i
NC1=NC[C@H](Cc2ccccc2)N1CCc1cccc(F)c1	-2.2	i
CCN=c1scc(C)n1/N=C/c1ccc(O)c(O)c1O	8.6	i
CCOCCCNCc1ccc(OCc2ccccc2C)c(OC)c1	-22.6	i
Cc1cccc(-n2c(C)cc(C=C3C(=O)c4ccccc4C3=O)c2C)c1	-26.6	i
Cc1cccc(NC(=O)Cn2c(=O)oc3cc(S(=O)(=O)N4CCCC4)ccc32)n1	-6.7	i
CCN(C[C@H]1N[C@@](Cc2ccccc2)(C(=O)OC)[C@H]2C(=O)N(C)C(=O)[C@@H]12)S(=O)(=O)c1ccc(C(C)(C)C)cc1	-35.5	x
COc1cc(/C=N/NC(=O)c2cccc3ccccc23)ccc1OCC(N)=O	-12.2	i
CCCNC(=O)C(Cc1ccc(C(F)(F)F)cc1)NC(=O)c1ccc(C#N)cc1 (configuration not stated)	-15.2	x
CCc1cccc(NC(=S)N(CCCN2CCOCC2)C(C)c2cc3cccc(OC)c3o2)c1 (configuration not stated)	-19.0	i
COc1ccc(NS(=O)(=O)c2cn(C)cn2)cc1OC	2.7	i
CC1(C)CC(=S)Nc2ccccc2S1	-17.3	i
CC(C)c1ccc(C2C(C#N)=C(N)N3C(=C2C#N)Sc2ccccc23)cc1 (configuration not stated)	-19.3	i
COc1ccc(C2CC(=O)c3cnc(N4CCc5ccccc54)nc3C2)c(OC)c1 (configuration not stated)	-2.0	i
CCc1sc(NS(C)(=O)=O)nc1-c1ccccc1	-4.4	i
CCS(=O)(=O)N1CCCC(C(=O)NC2CCCCC2C)C1 (configuration not stated)	-3.8	i
O=C(Cc1ccccc1)NCc1cccnc1	-10.7	i
COc1ccc(C(=O)CSc2n[nH]c(-c3ccncc3)n2)cc1[N+](=O)[O-]	-0.2	i
O=C(CSCc1c(Cl)cccc1Cl)NN=C1CCCC1	-7.5	i
CNc1nnc(-c2ccc(N(C)C)cc2)s1	11.7	i
Cn1c(NC(=O)c2ccccc2F)cc(=O)n(C)c1=O	-4.2	i
CCOc1ccccc1CNC(=O)c1cc2oc3ccccc3c2n1CC	-13.8	i
Cc1ccc(C)c(Oc2coc3cc(OC(=O)c4cccs4)ccc3c2=O)c1	-21.0	i
Cc1ccc(C23CC4CC(CC(NC(=O)N5CCN(C)CC5)(C4)C2)C3)cc1	-11.2	i
Cc1cccc(/C(N)=N/OC(=O)C23CC4CC(CC(C4)C2)C3)c1	-10.3	i
Cc1cccc(Oc2sc(C(=O)c3ccccc3)c(N)c2C#N)c1C	-30.4	i
CCOc1ccc2nc(NC(=O)CSc3nc4cccnc4n3C)sc2c1	-31.2	i
O=C(NCCN1CCCCC1)c1cc(COc2c(F)cccc2F)on1	4.7	i
Cc1ccc(C(=O)N/C(=C\c2cccs2)C(=O)NCCCn2ccnc2)cc1C	-8.8	i
O=C(Nc1ccccc1)c1ccc(NCCc2ccccc2)c([N+](=O)[O-])c1	-6.4	i
COCC(=O)Nc1ccc2nc3n(c(=O)c2c1)CCCCC3	-1.0	i
Cc1ccc(Oc2nnc(-c3cccs3)c3ccccc23)cc1C	-6.5	i
CCOC(=O)c1[nH]c(C)c(C(=O)OCC(=O)N(Cc2ccccc2)C(C)C)c1C	-2.5	x
COC(=O)CSc1nc2c(c(-c3ccc(C)o3)c1C#N)CCCC2	-38.6	i
O=C(NCc1nnc2n1CCCCC2)c1ccc(Cl)cc1Cl	-19.4	i
COc1ccc(-c2ccc([C@H]3[C@H]4C=CC[C@@H](C)[C@@H]4C(=O)N3Cc3ccccc3)c(F)c2)cc1	-35.9	i
CCOc1ccccc1NC(=O)Nc1cc(S(=O)(=O)N(C)C)ccc1C	-22.4	i
O=C(NCc1cccnc1)c1nc(-c2ccccc2)n(-c2ccccc2)n1	-24.1	i
CCN(CC)S(=O)(=O)c1ccc(NCc2ccccc2)nc1	18.1	i
O=C(CSc1n[nH]c(-c2ccncc2)n1)Nc1ccccc1	5.8	i
COC(=O)c1ccc(C(=O)OC)c(NC(=O)CSCc2ccccc2Br)c1	-9.5	i
Cc1ccc(NC(=O)C2C(C(=O)O)C3C=CC2C32CC2)cc1 (configuration not stated)	-5.9	i
O=C1CC(c2ccncc2)c2cc3c(cc2N1)OCCO3 (configuration not stated)	-8.6	i
O=C(COCCOCC(=O)N(c1ccccn1)C1CCCCC1)N(c1ccccn1)C1CCCCC1	-41.9	i
CN(Cc1ccccc1)C(=S)Nc1ccc2nc3n(c(=O)c2c1)CCCCC3	-17.8	i
O=C(CCc1[nH]c2ccccc2c1Sc1ccccc1)NCCO	-7.5	i
CCC(=O)Nc1ccc(C(=O)CN2C(=O)NC3(CCOc4ccccc43)C2=O)cc1 (configuration not stated)	-9.6	x
CCc1cc2c(NCCC(=O)O)nc(C)nc2s1	-3.0	i
Cc1c2cn[nH]c(=O)c2c(C)n1Cc1ccc(F)cc1	-20.9	i
CCc1ccc(C2CC(c3ccccc3)n3ncnc3N2)cc1 (configuration not stated)	-4.8	i
O=C(CSc1nnc2n1CCCN2)c1ccc([N+](=O)[O-])cc1	-15.0	i
COc1cc(OC)cc(C(=O)NC(C(=O)Nc2ccc3nc(C)sc3c2)C(C)C)c1 (configuration not stated)	-24.4	x
COc1ccccc1CN(Cc1nc2ccccc2c(=O)[nH]1)C(=O)Nc1ccccc1C	-36.1	i
